# Assay outcomes deposited in PubChem BioAssay by Sanford-Burnham Center for Chemical Genomics.
# MPTP block – mitochondrial permeability transition pore inhibitors, primary screen, biochemical, isolated mouse mitochondria, absorbance. 360,000 tested, 1.4% active. AID 602449, 2012. inhibition, % at 10 µM. Ca2+ swelling absorbance, 30 min;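 active = inhibition of 50% or more, scaled per plate between neutral and stimulator controls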;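 also: 0% = DMSO wells given calcium and 100% = 1 mM EGTA wells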
# GRIN3A LBD mod – binders of NR3A ligand-binding domain, primary screen, biophysical, differential scanning fluorimetry, uHTS | Glutamate receptor ionotropic, NMDA 3A (GRIN3A) ligand-binding domain | NR3A LBD differential scanning fluorimetry, Tm shift; 0% = protein alone, 100% = glycine-bound protein | Tm shift relative to glycine control, % at 25 µM | 340,000 tested, 2.5% active | AID 1259313, 2017;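 active = melting temperature shift of at least 10% of the positive control shift, at one fixed dose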
# SENP8 inh – human SENP8 protease inhibitors, primary screen, biochemical, fluorescence, Nedd8 protein substrate, uHTS; recombinant SENP8; inhibition, % at 20 µM; AID 602440, 2012; 360,000 tested, 0.64% active; in the data active = inhibition mostly above about 40%, no sharp cut-off; inactive = mostly below about 27%
# Target sequence (Q96LD8 whole entry, looked up): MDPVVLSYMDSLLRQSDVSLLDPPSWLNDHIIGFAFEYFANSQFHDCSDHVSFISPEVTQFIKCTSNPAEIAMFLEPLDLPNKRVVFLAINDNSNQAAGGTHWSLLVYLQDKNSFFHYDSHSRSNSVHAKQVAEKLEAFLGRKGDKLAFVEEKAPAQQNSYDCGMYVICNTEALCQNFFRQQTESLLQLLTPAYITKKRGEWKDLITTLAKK
# ATG4B inh – ATG4B protease inhibitors, primary screen, biochemical, fluorescence, uHTS. Cysteine protease ATG4B (Homo sapiens), Q9Y4P1. ATG4B cleavage of LC3-PLA2, NBD-HPC fluorescence, 1 h. inhibition, % at 8.33 µM. 340,000 tested, 0.51% active. AID 504462, 2011; in the data active = inhibition above about 40%
# Target sequence (Q9Y4P1 whole entry, looked up): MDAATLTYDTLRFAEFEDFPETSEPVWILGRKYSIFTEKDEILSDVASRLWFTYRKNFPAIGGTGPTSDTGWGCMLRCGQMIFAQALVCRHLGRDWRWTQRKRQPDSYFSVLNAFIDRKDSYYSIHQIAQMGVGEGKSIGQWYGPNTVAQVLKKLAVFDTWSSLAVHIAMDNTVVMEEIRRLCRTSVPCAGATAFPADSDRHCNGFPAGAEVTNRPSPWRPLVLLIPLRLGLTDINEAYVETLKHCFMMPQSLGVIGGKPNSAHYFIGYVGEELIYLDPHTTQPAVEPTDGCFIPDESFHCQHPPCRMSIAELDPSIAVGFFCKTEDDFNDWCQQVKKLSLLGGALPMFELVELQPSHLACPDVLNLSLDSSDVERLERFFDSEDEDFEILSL
# HKDC1 inh – HKDC1 hexokinase inhibitors, primary screen, biochemical, fluorescence, uHTS | inhibition, % at 20 µM | 340,000 tested, 0.16% active | recombinant HKDC1, G6PDH/diaphorase resazurin coupled fluorescence | Q2TB90;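 active = inhibition above about 35% when tested at 20 µM, limit read from the data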;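 also: plate controls were DMSO wells with enzyme for no effect and DMSO wells lacking enzyme for full effect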
#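 Assay system: in-house recombinant HK5 (HKDC1) enzyme. Input: HKDC1 at 5 µg/mL. Medium: Tris pH 8.0 buffer with MgCl2, Tween-20, BSA, BME. Dosing: single 20 µM dose. Schedule: 90 min reaction incubation at room temperature, dark. Signal: resazurin-to-resorufin fluorescence via G6PDH and diaphorase coupling, 525/613 nm. Controls: DMSO-enzyme wells negative, buffer-substituted wells positive.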
# PfGluPho inh – PfG6PD enzyme inhibitors, primary screen, biochemical, fluorescence intensity, uHTS. inhibition, % at 20 µM. PfGluPho enzyme, NADPH resazurin-diaphorase fluorescence. 350,000 tested, 0.78% active. glucose-6-phosphate dehydrogenase-6-phosphogluconolactonase (Plasmodium falciparum 3D7);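 active = inhibition reaching at least a set limit at 20 µM in the primary screen, cut at about 59% in these data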;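 also: 0% = DMSO wells with substrate and 100% = DMSO wells lacking glucose-6-phosphate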
# SENP6 block – SENP6 protease inhibitors, primary screen, biochemical, luminescence, uHTS; 330,000 tested, 1.8% active; inhibition, % at 10 µM; Recombinant SENP6 catalytic domain, aminoluciferin luminescence; AID 2599, 2010;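 active = inhibition above about 50% at the single tested dose, limit read from the data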;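 also: plate controls were DMSO wells with enzyme for no effect and DMSO wells lacking enzyme for full effect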
# Target sequence (Q9GZR1 628-1112 limits assumed): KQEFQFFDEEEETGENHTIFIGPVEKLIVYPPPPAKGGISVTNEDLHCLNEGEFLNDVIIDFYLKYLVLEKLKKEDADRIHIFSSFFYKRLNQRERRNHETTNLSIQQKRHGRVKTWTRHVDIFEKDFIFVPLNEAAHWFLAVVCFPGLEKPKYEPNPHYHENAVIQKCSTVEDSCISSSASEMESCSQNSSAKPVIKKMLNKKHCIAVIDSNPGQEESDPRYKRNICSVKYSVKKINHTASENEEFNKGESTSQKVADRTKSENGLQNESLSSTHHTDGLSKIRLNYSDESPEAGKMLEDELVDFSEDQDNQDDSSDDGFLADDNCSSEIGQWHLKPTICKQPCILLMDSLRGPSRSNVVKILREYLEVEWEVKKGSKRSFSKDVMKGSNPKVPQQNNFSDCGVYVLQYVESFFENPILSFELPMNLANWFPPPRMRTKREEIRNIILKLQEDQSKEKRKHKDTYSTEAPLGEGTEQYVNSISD
# SENP7 inh – SENP7 protease inhibitors, primary screen, biochemical, luminescence, uHTS. AID 434973, 2010. 330,000 tested, 1.5% active. recombinant SENP7, Z-RLRGG-aminoluciferin luminescence, 40 min. inhibition, % at 5 µM. Sentrin-specific protease 7 (Homo sapiens), Q9BQF6;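 active = inhibition above about 50% at the single test dose, limit read from the data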;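 also: plate controls were DMSO with enzyme for no effect and no enzyme buffer wells for full effect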
# Starred values were filed as active, the others as inactive; . = not tested or not shown. The order is random (roughly 6.9% active in at least one column).
SMILES,MPTP block,GRIN3A LBD mod,SENP8 inh,ATG4B inh,HKDC1 inh,PfGluPho inh,SENP6 block,SENP7 inh
CC1=NCCN1S(=O)(=O)c1cccc([N+](=O)[O-])c1,0.3,0,12,-3,-11,14,-10,-5
CNc1ccc(C(=O)OCC(=O)NC(=O)NC2CCCC2)cc1[N+](=O)[O-],0.6,1,24,-12,1,-1,-24,-8
N#Cc1cc2ccccc2nc1SCc1cccnc1,-0.6,-4,4,15,-4,-36,0,1
COc1ccc(S(=O)(=O)NN(C)c2ncc(C(F)(F)F)cc2Cl)cc1,0.8,0,14,1,-7,0,-6,-6
C[C@H](NC(=O)c1ccc2ccccc2c1)C(=O)N1CCC2(CC1)NCCc1[nH]cnc12,-0.8,-1,5,-3,-4,5,-8,-3
COc1ccccc1Cn1cccc1C=O,-1.2,-2,1,-6,-9,9,12,2
COc1cccc(F)c1C(C[N+](=O)[O-])c1c(N)n(C)c(=O)n(C)c1=O (centres undefined),2.3,2,18,-4,1,1,6,5
CC(Oc1cccc(Cl)c1)C(=O)Nc1cc(S(=O)(=O)N2CCCCC2)ccc1N1CCOCC1 (centres undefined),-0.9,0,9,-9,3,11,-3,3
CCN1CCc2c(sc(NC(=O)Cc3ccccc3)c2C(=O)OC)C1,-0.1,2,-24,-2,-1,1,0,4
CC1CCc2nn(CC(=O)Nc3ccc(F)cc3F)cc2C1 (centres undefined),-0.9,0,-2,0,-7,-4,-5,-4
Cc1ccc(CNC(=O)C2CCN(S(=O)(=O)c3cccs3)CC2)cc1,-1.0,-3,0,-7,-1,1,7,-10
Cc1ccc(N(CC(=O)NC2CCCC2)C(=O)CCC(=O)Nc2ccccn2)cc1C,1.9,-1,1,6,-8,-8,-28,-3
COC(=O)Nc1cc(C)nc2ccccc12,1.0,-1,16,-3,-10,-6,-46,5
Cc1csc(NC(=O)c2ccccc2[N+](=O)[O-])n1,0.0,2,18,-3,-3,8,-5,-2
Cc1nnc(SCC(=O)N2CCN(C(=O)c3ccco3)CC2)n1-c1ccccc1,0.3,0,9,6,-4,0,-18,-4
COc1ccc(CC(=O)Oc2cc(C)ccc2C)cc1,-0.1,0,3,1,5,-3,-1,-4
CCC(=O)Nc1c2c(nn1-c1ccc(F)cc1)CS(=O)(=O)C2,0.1,2,13,-6,-7,-8,7,1
Cn1c(=O)c2c(ncn2CC(=O)N2CCN(S(=O)(=O)c3ccc(F)cc3)CC2)n(C)c1=O,-1.7,1,12,-1,-5,-2,0,2
Cc1ccc(-c2csc3nc(C)n(-n4c(C)ccc4C)c(=O)c23)o1,-8.6,1,-64,-1,8,13,-1,2
COc1ccc(OC)c(NC(=O)[C@H]2CC=CC[C@H]2C(=O)O)c1,0.6,-1,18,-7,1,3,-5,0
O=C(O[C@@H]1OC2COC(=O)c3cc(O)c(O)c(O)c3-c3c(cc(O)c(O)c3O)C(=O)O[C@@H]([C@H]1O)[C@@H]2O)c1cc(O)c(O)c(O)c1,2.6,-17,31,14,7,111*,.,.
COc1ccc(S(=O)(=O)N(Cc2ccccc2)c2ccccc2C(=O)O)cc1,-0.1,2,13,-11,2,-32,6,1
Cc1ccc(C(=O)N/C(=C\c2ccc(-c3ccc(Br)cc3)o2)C(=O)NCCCN(C)C)cc1,-8.1,-1,-388,17,-2,34,-11,8
O=C(Nc1cccc2ccccc12)c1cccc([N+](=O)[O-])c1,0.4,-2,5,-8,-1,15,-7,6
COc1ccc(C/C(C)=N/NC(=S)Nc2ccccc2)cc1,-1.9,-6,9,-9,-5,17,5,13
Cc1cc(C)c(OCCN2CCCC2)c(Cl)c1,0.4,-3,1,-2,1,-9,-9,2
C/C(=N\NC(=O)c1ccc(-c2ccccc2)cc1)C1C(=O)c2ccccc2C1=O,76*,6,28,6,-5,-38,3,1
CC(CCc1ccccc1)NC(=O)CN1CCN(c2ccccc2)CC1 (centres undefined),0.6,0,4,-3,-2,-6,-2,-5
NC(=O)c1ccc(NS(=O)(=O)c2ccccc2F)cc1,-0.7,-2,10,-1,1,-24,-16,-2
Cc1cccc(/C(N)=N/OC(=O)CCCc2ccccc2)c1,-0.1,4,8,1,-2,0,60*,0
CCCCc1nc(SCC(=O)Nc2nnc(CCCC)s2)n[nH]1,2.1,-1,4,-9,4,-24,-5,1
CCCC(c1nnnn1Cc1ccc(OC)cc1)N1CCN(C(=O)c2ccco2)CC1 (centres undefined),0.9,-1,8,-16,-6,-1,-8,-7
CC(CC(C)C(=O)N1CCOCCN(C(=O)C(C)CC(C)C(=O)O)CCOCC1)C(=O)O (centres undefined),-0.6,2,31,-9,0,18,0,7
Fc1cccc(/C=N/NC(=S)Nc2ccccc2Cl)c1,2.6,0,-7,4,0,5,-10,-7
O=C(/C=C/c1ccco1)NC(=S)Nc1ccc(N2CCOCC2)c(Cl)c1,1.4,-3,31,0,-4,-2,-3,-8
CCOc1cc(NC(=O)c2ccco2)c(OCC)cc1NC(=O)CCc1ccccc1OC,2.2,15*,-7,-5,2,22,3,3
CCOC(=O)N1CCN(c2cc(=O)n(Cc3ccc(F)cc3)c(=O)[nH]2)CC1,-0.7,2,13,2,-6,-12,-7,4
O=C(CN1C(=O)/C(=C/c2cccc(Br)c2)SC1=S)NCCCN1CCOCC1,-1.2,0,9,5,-9,-5,-13,-16
O=C(c1ccc(S(=O)(=O)c2ccc(Cl)cc2)cc1)N1CCOCC1,-1.2,-1,4,-3,-11,-8,12,4
Cc1cccc(OCCC(=O)NCC(c2ccccc2)N(C)C)c1 (centres undefined),2.7,1,9,1,-4,-2,-17,-12
Cc1ccc(C)c(N(CC(=O)N/N=C/c2ccc(-c3ccc([N+](=O)[O-])cc3)o2)S(=O)(=O)c2ccccc2)c1,4.7,-5,-103,5,6,-5,-26,2
Cc1ccc(/C=C/c2nnc(-c3cccs3)o2)cc1,1.3,1,-304,-4,-5,-10,91*,0
O=C(CSc1nnc(CCc2ccccc2)n1-c1ccc(Cl)cc1)NCc1ccccc1,-0.9,1,25,-2,0,2,-12,-12
O=C(NCC1CCCN(Cc2cccc(OCCO)c2)C1)c1ccc(F)cc1 (centres undefined),0.6,0,18,-4,-4,-7,18,-2
CCOC(=O)C1=C(CN2CCSCC2)NC(=O)NC1c1ccc2c(c1)OCO2 (centres undefined),1.2,-2,31,0,-5,6,2,7
O=C(NCCN1CCc2ccccc2C1)C1CCN(S(=O)(=O)N2CCC3(CC2)OCCO3)CC1,1.1,1,13,-9,6,1,-10,-6
COc1ccc(NC(=O)Cn2cnc3sc(C)c(S(=O)(=O)N4CCOCC4)c3c2=O)c(OC)c1,-2.1,-3,4,5,-6,-4,-15,-9
COc1cccc(NC(=O)CN(C)C(=O)c2ccc(-c3cccc(C(F)(F)F)c3)o2)c1,-0.8,-5,10,-11,2,16,-1,-3
O=C1CCCN1CCCNS(=O)(=O)c1ccc(Br)cc1,-3.3,-2,8,-6,-3,-7,-7,1
Cc1cccc(COc2ccc(/C=N/NC(=O)c3nnn(-c4nonc4N)c3CN3CCCCC3)cc2)c1,2.0,13*,-24,-10,8,43,1,-5
COC(=O)CCC(=O)N(C)CC1CCCN(CCc2cccc(C(F)(F)F)c2)C1 (centres undefined),2.5,-1,27,-7,2,5,-11,1
Cc1cc(NS(=O)(=O)c2ccccc2)c(C)c(Cl)c1O,2.0,3,29,3,2,19,-7,-7
CCC(=O)c1ccc(OCC(=O)OCC(=O)NC2CCCCCCC2)cc1,0.2,0,-8,-7,-1,-2,-11,-6
COC(=O)[C@H](Cc1ccccc1)NCCCn1cnc(C(=O)Nc2ccc(C)c(C)c2)n1,-3.3,1,14,1,4,-21,.,.
COc1ccc(C(=O)N/N=C/c2cc3ccccc3[nH]c2=S)cc1,1.4,3,-12,-5,1,37,-1,7
O=C(CSc1ncc(-c2ccc(F)cc2)[nH]1)NCc1ccco1,1.2,0,2,-1,-12,-1,-34,0
COc1ccc(C(=O)Nc2ccnn2C2CCN(C3CCC3)CC2)cc1,1.6,3,10,-5,0,-6,-10,7
CC(C)(C)c1ccc(CN2C(=O)CSC2=O)cc1,0.7,0,0,9,-6,-1,8,-3
Cc1ccc(C)c(C(C)NC(=S)NCc2ccc(F)cc2)c1 (centres undefined),32,2,-2,49*,7,8,-1,6
CC(=O)c1ccc2c(c1)N(C)c1ccccc1S2,0.2,6,9,-2,0,8,-3,12

# One compound at a time, from the list above. Screens in order: MPTP block | GRIN3A LBD mod | SENP8 inh | ATG4B inh | HKDC1 inh | PfGluPho inh | SENP6 block | SENP7 inh
# COc1ccc(S(=O)(=O)NN(C)c2ncc(C(F)(F)F)cc2Cl)cc1 is listed as 0.8 | 0 | 14 | 1 | -7 | 0 | -6 | -6
# N#Cc1cc2ccccc2nc1SCc1cccnc1 is listed as -0.6 | -4 | 4 | 15 | -4 | -36 | 0 | 1

# SENP6 block: hit marks shown above
SMILES,MPTP block,GRIN3A LBD mod,SENP8 inh,ATG4B inh,HKDC1 inh,PfGluPho inh,SENP6 block,SENP7 inh
Cc1cccc(/C(N)=N/OC(=O)CCCc2ccccc2)c1,-0.1,4,8,1,-2,0,60*,0
Cc1ccc(/C=C/c2nnc(-c3cccs3)o2)cc1,1.3,1,-304,-4,-5,-10,91*,0

# Carrying on.
SMILES,MPTP block,GRIN3A LBD mod,SENP8 inh,ATG4B inh,HKDC1 inh,PfGluPho inh,SENP6 block,SENP7 inh
COC(=O)C(C)Oc1cc(C)ccc1COc1ccc(-n2nc(C)n(C(F)F)c2=O)cc1 (centres undefined),4.1,0,8,11,1,6,-8,-4
CCC1=NC(c2ccccc2Cl)N(O)C1(C)C (centres undefined),-2.2,1,8,-3,-6,-3,-12,-3
OCCCN1CCN(CCOc2ccccc2-c2ccccc2)CC1,21,-4,14,2,-6,-3,-10,8
O=c1[nH]c2ccc(S(=O)(=O)N3CCCCC3)cc2s1,-0.6,3,11,-3,-5,-39,-16,5
COc1ccc(C(=O)C[n+]2ccc3c(c2)nc(-c2ccccc2)n3C)cc1,-1.5,1,-4,-12,2,14,10,-2
O=C(O)CP(=O)(O)O,1.2,0,8,4,-1,-17,-5,8
CCCNC(=O)C(Cc1ccc(I)cc1)NC(=O)C1CC1 (centres undefined),1.1,-1,9,6,-2,-5,2,8
O=C(NCc1ccc(Cl)cc1)C1CCCN1C(=O)Nc1ccccc1 (centres undefined),-2.3,-2,17,-8,-4,-2,-2,-4
O=C(O)c1cccnc1Sc1ncnc2sc3c(c12)CCC3,0.1,-3,-433,4,5,-10,-7,7
CCOc1ccccc1N(CC(=O)O)S(=O)(=O)c1ccc(C)cc1,1.7,-1,30,-4,-2,0,-6,-2
Cc1c(Cl)c([N+](=O)[O-])nn1CC(=O)Nc1ccc2c(c1)OCO2,3.1,-13,33,12,-2,-3,3,-3
CCOc1cc(-c2nc(C)c(C(C)=O)n2O)ccc1OCC(=O)Nc1ccc(F)cc1,-2.0,1,-3,-1,-4,2,4,9
COc1ccc(OC)c(NC(=S)N2CCN(Cc3ccccc3)CC2)c1,-1.0,0,1,3,-8,-9,-17,0
COc1cc(NC(=O)c2ccccc2)c(OC)cc1NC(C)=O,-0.3,1,16,-10,10,13,7,0
O=C(NCCc1ccccc1)c1ccc2c(c1)OCCCO2,-1.9,1,6,-4,-4,9,85*,83*
CC(C)=CCC/C(C)=C/Cc1c(O)ccc(C(=O)/C=C/c2ccc(O)cc2)c1O,2.2,29*,12,12,1,12,36,20
COCCCn1c(=O)c2sccc2n2c(CCCC(=O)N3CCN(c4ccccn4)CC3)nnc12,-1.9,7,-12,-7,2,6,11,1
